# High-throughput results as filed in PubChem BioAssay.
# Cycloheximide cs = affects cycloheximide protein synthesis inhibition readout, counter-screen. cell reporter, cycloheximide protein synthesis inhibition counterscreen. max response, %. 300,000 compounds, 12% hits. AID 2314; in the data active = max response mostly above about 13%, no sharp cut-off; inactive = mostly below about 14%; note: read at 38.3 µM for the half of the compounds with a filed dose; 0% is about no effect
# Shiga inhibitor = blocks Shiga toxin action in Vero cells | Vero cells, Shiga toxin protein synthesis inhibition reporter | inhibition, % at 38.7 µM | 290,000 compounds, 9.2% hits | AID 2315; in the data active = inhibition mostly above about 28%, no sharp cut-off; inactive = mostly below about 43%; note: 0% is about no effect
# Pf growth 96h = P. falciparum growth inhibition at 96 hour, primary screen for plastid delayed-death inhibitors. 320,000 compounds, 6.9% hits. Potency, µM (series often up to 28.7 µM), without a hit: at the highest dose activity change, negative = inhibition, hits mostly inhibitors. P. falciparum luciferase reporter growth, 96 h; note: potency is the fitted concentration of half-maximal effect; % is set by controls: 0 for no effect and ±100 for the full control effect
#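 Delayed-death screen, second-generation endpoint: infected erythrocytes, 2% hematocrit, 0.05% parasitemia final; 96 hours at 37 C, 5% CO2; luciferase detection reagent; luminescence decrease equals reduced growth.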
# AMA1 RON2 block = disrupts binding of P. falciparum AMA1 to RON2. AlphaScreen AMA1-biotinylated RON2 peptide binding. Potency, µM (titrated, usually from 58.2 µM), without a hit: top-dose activity change, negative = inhibition, hits mostly inhibitors. 360,000 compounds, 0.2% hits;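 note: potency is the fitted concentration of half-maximal effect; 0% = vehicle wells and -100% = peptide control; nearly all actives have a fitted effect of over 45% in size; some results filed as inactive show a strong effect at the top dose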
#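 AMA1 (3D7) with his tag at 25 nM final met compounds first, then biotinylated RON2 peptide at 25 nM; detection used donor plus acceptor beads, 10 µg/mL apiece, read by AlphaScreen after 30 min at room temperature.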
# Tb PYK inh = inhibitors of Trypanosoma brucei pyruvate kinase. TbPYK enzyme, Kinase-Glo Plus ATP luminescence, 45 min. Potency, µM (titrated, usually from 76.8 µM), for the others: top-dose activity, negative = inhibition, usual class: inhibitors. 410,000 compounds, 0.12% hits; note: potency is the fitted concentration of half-maximal effect; % is set by controls: 0 for no effect and ±100 for the full control effect; nearly all actives have a fitted effect of over 50% in size
#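 Luminescence from Kinase-Glo Plus, added after a 45-minute room-temperature reaction, served as the end-point read-out. The enzyme and substrate were preincubated with compound before ADP (130 uM final) initiated turnover. Concentration-effect curves came from normalized qHTS data.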
# Pf growth 48h = P. falciparum growth inhibition at 48 hours (one generation); P. falciparum luciferase growth in erythrocytes, 48 h; 310,000 compounds, 5.9% hits; AID 504832; Potency, µM (doses to about 28.7 µM), without a hit: top-dose activity change, negative = inhibition, usual class: inhibitors; note: potency is the fitted concentration of half-maximal effect; % is set by controls: 0 for no effect and ±100 for the full control effect
#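 Compounds are pin-transferred into medium, infected erythrocytes (2% hematocrit, 0.1% parasitemia final) are added, and plates sit one parasite generation at 37 C in 5% CO2. Detection reagent is then added and luminescence measured.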
# LmPK inhibitor = blocks Leishmania mexicana pyruvate kinase activity. Q27686. purified LmPK, Kinase-Glo ATP luminescence, 1 h. Potency, µM (top dose mostly 57.5 µM), without a hit: top-dose activity change, negative = inhibition, usual class: inhibitors. 290,000 compounds, 0.37% hits; note: potency is the fitted concentration of half-maximal effect; % is set by controls: 0 for no effect and ±100 for the full control effect
# Target sequence (Q27686 whole entry, looked up): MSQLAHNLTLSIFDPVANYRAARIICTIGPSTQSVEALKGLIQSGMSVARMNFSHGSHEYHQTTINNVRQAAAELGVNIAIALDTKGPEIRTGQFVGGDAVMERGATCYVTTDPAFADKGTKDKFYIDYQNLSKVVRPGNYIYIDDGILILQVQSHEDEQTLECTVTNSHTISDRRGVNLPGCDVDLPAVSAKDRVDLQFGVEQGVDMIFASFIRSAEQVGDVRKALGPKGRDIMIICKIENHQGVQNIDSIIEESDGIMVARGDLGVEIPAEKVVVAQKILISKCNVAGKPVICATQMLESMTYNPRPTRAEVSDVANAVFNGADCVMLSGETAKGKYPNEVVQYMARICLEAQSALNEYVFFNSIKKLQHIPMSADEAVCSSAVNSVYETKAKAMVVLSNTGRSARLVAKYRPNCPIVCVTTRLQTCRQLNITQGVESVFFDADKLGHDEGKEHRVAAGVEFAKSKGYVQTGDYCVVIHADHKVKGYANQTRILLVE
#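 0.1 nM LmPK, 0.5 mM PEP, 0.1 mM ADP; 50 mM imidazole pH 7.2, 7 mM MgCl2, 50 mM KCl; 1 h RT. Kinase-Glo luminescence readout, normalized to no-enzyme (full inhibition) and uninhibited wells.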
# Active calls of the source: *; u = inconclusive; x = no result given; [ ] = another dose, or the depositor's remark. Unless noted, calls come from the whole dose curve; as a rule, active = well fitted curve in the direction sought with a large enough effect; inconclusive = small, poorly fitted or top-dose-only effect, or another doubt; inactive = no such curve, though single readings can be large; an effect the other way counts as inactive or inconclusive.
# Values in the order: Cycloheximide cs | Shiga inhibitor | Pf growth 96h | AMA1 RON2 block | Tb PYK inh | Pf growth 48h | LmPK inhibitor
> O=C(CSc1nc(-c2ccccc2)ns1)NCC1CCCO1 (configuration not stated)
  45.5* | 64.6* | 40.0%[activator] | -0.3% | -23.5% | 30.3%[activator] | -2.0%
> CCOc1ccc(NC(=O)c2ccccc2NS(=O)(=O)c2ccc(F)cc2)c([N+](=O)[O-])c1
  -1.2 | 8.5 | u | -3.4% | 4.8% | 32.7%[activator] | -0.4%
> COc1ccccc1CNC(=O)C(C)n1cccc1C(=O)c1ccccc1 (configuration not stated)
  4.7 | -8.4 | 21.6% | 11.4% | -1.4% | -8.7% | 6.6%
> CCn1c(SCC(=O)c2c(N)n(C)c(=O)n(C)c2=O)nc2sc(C)c(C)c2c1=O
  -3.3 | 9.6 | -2.1% | x | x | u | 3.2%
> O=C(NCCc1c[nH]c2ccccc12)C(=O)NCC(c1cccnc1)N1CCN(c2ccccc2)CC1 (configuration not stated)
  -3.7 | 33.4 | 8.28µM* | -10.6% | -0.9% | 13.1µM* | -0.7%
> Cc1ccc(Sc2c(O)c3ccccc3n(C)c2=O)cc1
  -3.0 | -6.5 | -33.2% | -1.2% | -5.6% | -6.8% | 2.0%
> O=C(NCCCN1CCOCC1)C1(c2ccccc2)CCOCC1
  0.1 | -5.5 | -16.0% | -3.3% | 0.0% | -5.4% | -2.9%
> CCC(Oc1ccccc1)C(=O)N1CCN(C(=O)C(CC)Oc2ccccc2)CC1 (configuration not stated)
  6.7 | -5.5 | u | 0.5% | 7.0% | x | 3.7%
> Nc1cccc2[nH]c(C(F)(F)F)nc12
  9.1 | -3.0 | u | 11.4% | -24.1% | 3.3% | -22.8%
> Cc1nn(Cc2ccc(F)cc2)c(C)c1NC(=O)c1cccnc1Cl
  -1.8 | -7.9 | -25.9% | -4.7% | -4.0% | -2.6% | -2.1%
> CCCCn1c(CCC)nc([N+](=O)[O-])c1Sc1ccc(Cl)cn1
  0.6 | 17.7 | 14.7µM* | -18.0% | -5.9% | 10.4µM* | 2.7%
> COC(=O)c1cc(NC2c3ccccc3C(=O)N2c2cccnc2)cc(C(=O)OC)c1 (configuration not stated)
  -1.5 | -1.4 | u | -4.1% | -3.6% | u | 2.0%
> Cc1ccc(S(=O)(=O)N(C)c2ccc(OCC(=O)Nc3nc(-c4ccccc4)cs3)cc2)cc1
  6.9 | 13.5 | u | 8.7% | -4.3% | u | -6.9%
> CCOc1ccc(S(=O)(=O)Nc2ccc(C(=O)N(C)CC(=O)Nc3ccc(OC)cc3)cc2)cc1
  x | x | u | 1.8% | 0.0% | u | x
> Cc1ccc(OCC(=O)O/N=C(\N)c2cccc([N+](=O)[O-])c2)cc1C
  -0.6 | 3.1 | 15.7% | 1.3% | 10.5% | 33.4%[activator] | 1.1%
> CCn1c(COc2ccc(C(C)C)cc2)nnc1SCC(=O)Nc1nccs1
  15.8 | 5.1 | x | -3.4% | u | 14.1% | 2.2%
> CCOc1ccccc1NC(=O)c1cc(C(=O)Nc2ccccc2OCC)cc(N2C(=O)CCC2=O)c1
  -3.9 | -14.8 | u | 9.1% | -8.0% | -18.3% | -1.6%
> O=c1c2ccccc2nc(/C=C/c2ccc(Cl)cc2)n1CCO
  8.6 | 4.7 | u | -8.2% | -5.6% | -1.7% | 0.0%
> Cc1nc2ccccc2c(=O)n1N
  -2.4 | 19.6 | -20.7% | 4.2% | -9.2% | x | 6.5%
> O=C(Nc1cc(C(F)(F)F)ccc1-n1cncn1)c1ccc([N+](=O)[O-])o1
  x | x | u | 1.1% | 0.6% | u | x

# The closing five records of the section before are carried over, then new ones follow:
# Values in the order: Cycloheximide cs | Shiga inhibitor | Pf growth 96h | AMA1 RON2 block | Tb PYK inh | Pf growth 48h | LmPK inhibitor
> CCn1c(COc2ccc(C(C)C)cc2)nnc1SCC(=O)Nc1nccs1
  15.8 | 5.1 | x | -3.4% | u | 14.1% | 2.2%
> CCOc1ccccc1NC(=O)c1cc(C(=O)Nc2ccccc2OCC)cc(N2C(=O)CCC2=O)c1
  -3.9 | -14.8 | u | 9.1% | -8.0% | -18.3% | -1.6%
> O=c1c2ccccc2nc(/C=C/c2ccc(Cl)cc2)n1CCO
  8.6 | 4.7 | u | -8.2% | -5.6% | -1.7% | 0.0%
> Cc1nc2ccccc2c(=O)n1N
  -2.4 | 19.6 | -20.7% | 4.2% | -9.2% | x | 6.5%
> O=C(Nc1cc(C(F)(F)F)ccc1-n1cncn1)c1ccc([N+](=O)[O-])o1
  x | x | u | 1.1% | 0.6% | u | x
> N#Cc1ccccc1S(=O)(=O)N1CCN(C(=O)[C@H](Cc2ccccc2)NC(=O)c2ccco2)CC1
  x | x | u | 1.0% | -4.1% | u | x
> CCOc1ccc(C)cc1S(=O)(=O)NC1CCCCCC1
  -2.5 | -4.3 | -19.9% | -8.4% | -0.7% | u | -6.5%
> O=C(NNC(=O)c1ccccc1O)c1ccco1
  26.7* | 96.9* | -28.8% | 43.6%[activator] | 5.8% | 250.0%[activator] | 4.7%[11.5 µM]
> Cc1cc(NC(=O)C(C)Oc2ccc(C(C)(C)C)cc2)no1 (configuration not stated)
  -0.4 | -3.5 | 9.8% | -11.6% | 4.5% | u | -7.8%
> C=CCn1c(SCC(=O)O)nnc1-c1cccc(Cl)c1
  -2.6 | -0.2 | -28.3% | 11.9% | -11.6% | 14.7% | 2.0%
> Cc1ccccc1NC(=O)CC(=O)c1ccccc1
  18.2* | 22.3 | -22.3% | -1.1% | -3.8% | 31.6%[activator] | -0.7%
> CC(=O)Nc1ccc(NC(=O)C2CCCN2C(=O)Nc2ccc(F)c([N+](=O)[O-])c2)cc1 (configuration not stated)
  -2.5 | 21.1 | 31.4% | -1.5% | -3.7% | 12.1% | -1.3%
> CCN(C(=O)COC(=O)/C=C/c1cccc([N+](=O)[O-])c1)c1c(N)n(Cc2ccccc2)c(=O)[nH]c1=O
  x | x | u | -5.5% | -8.6% | u | x
> Cc1cc(NC(=O)Cn2cnc3c(cnn3C(C)(C)C)c2=O)no1
  -3.6 | 13.0 | 8.9% | -12.4% | -4.8% | -12.1% | -0.4%
> Cc1cc(=O)oc(C)c1C(=O)N[C@@H]1CCCCNC1=O
  -1.0 | -15.4 | x | 20.3% | -4.3% | 11.9% | -8.4%
> COc1ccc(CN(C(=O)CSc2nnc(-c3ccccc3C)o2)c2ccc(F)cc2)cc1
  3.5 | 24.8 | 1.1% | -0.6% | 0.3% | u | 2.0%
> CNCc1ccccc1Sc1ccc(OC)c(OC)c1
  -1.1 | -1.6 | -15.0% | -3.1% | -7.6% | 6.2% | -4.5%
> COc1ccc(NC(=O)Cc2c(C(=O)O)n(C)c3ccccc23)cc1OC
  -1.4 | -19.7 | 63.8%[1.15 µM] | -15.8% | 0.8% | -4.0% | 6.0%
> CCOC(=O)C1CCN(C(=O)c2cccnc2)CC1
  -6.6 | -2.3 | 3.7% | -0.3% | -4.4% | 16.3% | -1.1%
> S=C(Nc1ccccc1)N1N=C(c2cccs2)CC1c1cccs1 (configuration not stated)
  7.0 | 19.9* | 0.0% | 16.3% | -21.7% | u | 0.8%
> CC1=CC(c2ccc(Cl)cc2)n2nc(NC(=O)CCC(=O)O)nc2N1 (configuration not stated)
  -1.5 | -2.7 | 32.9% | 61.9%[activator] | -18.2% | 23.3% | 0.1%
> Cc1ccc(O)c(-c2[nH]ncc2C(=O)c2ccc(Cl)cc2)c1
  -1.9 | 3.6 | -12.6% | 87.2%[activator] | 1.1% | u | -2.6%
> CCOC(=O)C1(Cc2cccc(OC)c2)CCN(Cc2csc(C(C)=O)c2)CC1
  -2.3 | -6.6 | 20.7% | -14.9% | -0.5% | -14.8% | 0.9%
> Cc1nc(-c2ccccn2)nc(N(C)c2ccccc2)c1Cl
  20.3 | 22.3 | 1.17µM* | 26.6% | 0.1% | 1.65µM* | -1.7%
> Brc1cccc(CNCC2CCCO2)c1 (configuration not stated)
  -3.0 | x | -3.1% | 8.0% | 0.2% | 35.4%[activator] | -1.2%

# (further entries)
# Values in the order: Cycloheximide cs | Shiga inhibitor | Pf growth 96h | AMA1 RON2 block | Tb PYK inh | Pf growth 48h | LmPK inhibitor
> O=c1oc2c(CN3CCOCC3)c(O)c(Cl)cc2c2c1CCC2
  5.2 | 6.3 | 2.3% | x | x | 1.04µM* | -0.7%
> O=C(O)c1ccc2c3c(ncnc13)-c1ccccc1C2=O
  -2.9 | -3.5 | 36.9% | -3.5% | 1.8% | u | -0.5%
> CCN(CC(=O)Nc1ccc(NC(C)=O)cc1)C(=O)c1oc2c(ccc3ccccc32)c1C
  x | x | 11.7µM* | 2.9% | -15.5% | u | x
> Cc1ccc(S(=O)(=O)c2ccccc2)cc1S
  9.2 | -6.0 | -2.6% | x | x | -9.4% | 14.1µM*
> O=C(O)CCN1C(=O)c2ccc(NC(=O)CSc3ccc(Cl)cc3)cc2C1=O
  -1.8 | -12.2 | 16.5% | -4.0% | -2.8% | 0.0% | 4.6%
> O=C(/C=C/c1c[nH]c2ccccc12)c1c(O)n(CCc2ccccc2)c(=O)[nH]c1=O
  21.4* | 28.5 | 10.6% | 11.6% | -4.5% | -26.9% | 4.8%
> C[C@@H]1CC=C[C@H]2[C@H]1C(=O)N(Cc1ccccc1)[C@H]2c1ccc(F)c(Br)c1
  1.7 | 32.5 | -6.8% | x | x | u | 4.0%
> CCn1c(CSc2nc3ccccc3s2)nnc1SCC(=O)OC(C)(C)C
  12.2 | 84.2 | x | 5.0% | -2.1% | -26.8% | 12.4%
> O=C1c2ccccc2C(=O)c2ccccc21
  x | x | 15.1µM* | x | 0.6% | u | x
> CN(C)CCCNc1nc(-c2ccccc2)c2c(c1C#N)CC(C)(C)OC2
  1.9 | -8.0 | -5.4% | -22.5% | 1.6% | -20.5% | -4.4%
> Cc1[nH]c(=O)[nH]c1C(=O)CCCCC(=O)O
  -2.9 | -14.7 | 26.4% | -10.6% | 1.6% | 2.5% | 4.5%
> CCCc1nnc2n1N=C(c1ccc(C)cc1)CS2
  3.8 | -3.0 | u | -7.9% | -4.3% | 6.3% | -7.2%
> CC(=O)Nc1ccc(NC(=O)C(C)OC(=O)c2ccc3ccccc3n2)cc1 (configuration not stated)
  x | x | 0.0% | -6.4% | -12.3% | -13.7% | x
> CC(C)CN(C(=O)COC(=O)c1ccc([N+](=O)[O-])s1)c1c(N)n(Cc2ccccc2)c(=O)[nH]c1=O
  x | x | -9.4% | -13.7% | -1.2% | 0.0% | x
> COc1ccc(/C=C2\SC(=O)N(CCNC(=O)Cc3coc4cc(C)ccc34)C2=O)cc1OC
  7.4 | 18.5 | 7.38µM* | -5.7% | 1.4% | u | 0.9%
> Cc1ccc(NC(=S)NC(C)(C)C)c([N+](=O)[O-])c1
  25.7* | 24.7 | u | -3.1% | -4.1% | 18.6% | 1.9%
> Brc1ccc(Oc2cc(Br)c(Br)cc2Br)c(Br)c1
  x | x | 22.5% | 10.6% | 2.8% | 30.9%[activator] | x
> Cn1c(COc2ccccc2)nnc1SCC(=O)Nc1ccc2c(c1)OCO2
  9.4 | -1.6 | u | -5.0% | -4.8% | 8.3% | 6.7%
